ATXN2 expr inh – ATXN2 expression inhibition. HEK-293 ATXN2-luciferase reporter, luminescence, 24 h. Potency, µM (titrated, usually from 57 µM), inactives show top-dose activity change, negative = inhibition, usual class: inhibitors. 0.72% of 360,000 active; also: % is scaled to controls: 0 for no effect and ±100 for the full control effect; nearly all actives have a fitted effect of over 55% in size
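qHTS (up to 57 uM final) was run with 24 h compound exposure of reporter cells at 37 °C. Each well was multiplexed: SteadyGlo luminescence measured ATXN2-luciferase expression after a fluorogenic Gly-Phe-AFC viability readout (25 uM final).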
Nrf2 block – Nrf2 pathway inhibition. A549 ARE-Fluc reporter, luciferase luminescence, 18-24 h. Potency, µM (series often up to 46 µM), inactives show at the highest dose activity change, negative = inhibition, usual class: inhibitors. 2.1% of 360,000 active. AID 504444; also: % is scaled to controls: 0 for no effect and ±100 for the full control effect; nearly all actives have a fitted effect of over 60% in size
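Reporter: ARE-Fluc in A549. Exposure: 18-24 h, 37 °C, 5% CO2, 5% FBS OPTI-MEM. Readouts: fluorescent cytotoxicity (CellTiter-Fluor), then luminescent Nrf2 signal after BugLite.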
EPAC2 antag – EPAC2 (human) antagonism | Q8WZA2 | EPAC2 GEF exchange of Rap1B-BODIPY-GDP, fluorescence | Potency, µM (titrated, usually from 114 µM), without a hit: at the top dose activity, negative = inhibition, hits mostly inhibitors | 0.18% of 360,000 active | AID 720708; also: % is scaled to controls: 0 for no effect and ±100 for the full control effect; nearly all actives have a fitted effect of over 45% in size; many of its hits are not listed in these tables
Target sequence (Q8WZA2 whole entry, looked up): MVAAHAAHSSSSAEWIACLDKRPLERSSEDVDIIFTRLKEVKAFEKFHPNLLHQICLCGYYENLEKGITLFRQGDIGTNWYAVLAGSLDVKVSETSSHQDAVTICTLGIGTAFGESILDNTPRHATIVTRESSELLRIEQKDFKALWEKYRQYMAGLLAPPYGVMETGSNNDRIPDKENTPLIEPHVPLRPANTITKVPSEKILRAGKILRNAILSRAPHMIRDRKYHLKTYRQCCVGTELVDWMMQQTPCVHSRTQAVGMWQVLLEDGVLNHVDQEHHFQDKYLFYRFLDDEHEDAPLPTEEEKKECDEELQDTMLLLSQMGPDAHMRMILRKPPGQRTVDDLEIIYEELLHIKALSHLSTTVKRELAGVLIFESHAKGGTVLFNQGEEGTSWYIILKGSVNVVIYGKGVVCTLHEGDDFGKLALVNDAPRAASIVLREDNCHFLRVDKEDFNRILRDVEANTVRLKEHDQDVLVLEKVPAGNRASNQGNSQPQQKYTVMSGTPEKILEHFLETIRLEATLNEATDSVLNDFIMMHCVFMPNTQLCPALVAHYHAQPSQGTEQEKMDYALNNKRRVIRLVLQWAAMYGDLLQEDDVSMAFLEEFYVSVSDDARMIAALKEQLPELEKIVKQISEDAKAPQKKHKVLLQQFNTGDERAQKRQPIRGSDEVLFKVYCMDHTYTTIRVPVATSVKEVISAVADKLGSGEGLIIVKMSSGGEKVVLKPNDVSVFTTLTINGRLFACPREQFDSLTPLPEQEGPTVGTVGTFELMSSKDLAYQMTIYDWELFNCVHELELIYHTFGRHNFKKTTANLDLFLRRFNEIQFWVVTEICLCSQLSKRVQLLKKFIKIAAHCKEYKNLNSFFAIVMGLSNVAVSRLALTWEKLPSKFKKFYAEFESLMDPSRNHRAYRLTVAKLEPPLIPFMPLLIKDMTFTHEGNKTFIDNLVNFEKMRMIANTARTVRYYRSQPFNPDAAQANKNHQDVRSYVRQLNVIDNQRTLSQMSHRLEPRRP
Nrf2 activator – activators of Nrf2 (ARE) signaling; AREc32 ARE-luciferase reporter (MCF7-derived line), luminescence, 24 h; Potency, µM (highest dose often 46.1 µM), inactives show at the highest dose activation, usual class: activators; 0.31% of 410,000 active; AID 624171; also: % of control where 0% means no effect; nearly all actives have a fitted effect of over 65% in size
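AREc32_Fluc, 1000 cells/well, OPTI-MEM + 5% FBS, o/n 37 deg C 5% CO2; 23 nL cpd by pin tool, 24 hr; Steady-Glo 30 min RT, luminescence.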
ATXN viability – viability counter-screen for ATXN expression inhibitors. Potency, µM (top dose mostly 56.7 µM), usual class: cytotoxic. S2 cells (HEK-293 line with an ATXN2-luciferase reporter) viability, CellTiter-Fluor protease fluorescence, 24 h. 0.49% of 400,000 active; also: nearly all actives have a fitted effect of over 40% in size
TGFb SMAD3 inh – inhibitors of TGF-b signaling; HepG2 CAGA-GFP TGF-b/SMAD3 reporter, GFP fluorescence, 18 h; TGF-beta stimulated, 500 pg/mL final; Potency, µM (highest dose often 46.1 µM), for inactives: at the highest dose activity, negative = inhibition, most hits filed as inhibitors; 1.2% of 410,000 active; also: % is scaled to controls: 0 for no effect and ±100 for the full control effect; nearly all actives have a fitted effect of over 65% in size
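HEPG2 CAGA-GFP reporter cells (1000/well, DMEM with 1% FBS) received compounds, then recombinant TGF-beta at 500 pg/mL final for 18 hours at 37 degrees C. Per-cell GFP summed per well was normalised to unstimulated and stimulated DMSO controls before curve fitting.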
MCF10A rereplic – inducers of DNA re-replication in MCF 10A breast cells | AID 624296 | 2.9% of 350,000 active | Potency, µM (series often up to 46.1 µM), for the others: at the highest dose activity, positive = re-replication, hits mostly activators | MCF 10A DNA re-replication, Hoechst nuclear intensity, 48 h; also: % of control where 0% means no effect; nearly all actives have a fitted effect of over 50% in size
A549 tox – counter-screen for Nrf2 inhibitors: cytotoxicity in A549 cells. Potency, µM (top dose mostly 46 µM), for inactives: top-dose activity change, negative = cytotoxicity, actives largely listed as inhibitors. A549 ARE-Fluc cells, CellTiter-Fluor viability, 18-24 h. 0.16% of 390,000 active; also: % is scaled to controls: 0 for no effect and ±100 for the full control effect
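Cytotoxicity counterscreen: CellTiter-Fluor fluorescence was measured in A549 ARE_Fluc cells after 18-24 h of compound exposure in a concentration series. The subsequent BugLite luminescent read reports ARE-luciferase activity.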
HepG2 tox – kills HepG2 cells in TGF-b inhibitor counter-screen | HepG2 CAGA-GFP viability, ATP luminescence, 18 h | Potency, µM (top dose mostly 46.1 µM), for the others: at the highest dose activity change, negative = cytotoxicity, most hits filed as cytotoxic | 0.76% of 410,000 active | AID 588856; also: some results filed as inactive show a strong effect at the top dose
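CellTiter-Glo luminescence gave cytotoxicity after 18 hours at 37 degrees C. The cells were HepG2 CAGA-GFP in 1% FBS DMEM, stimulated with 500 pg/mL TGF-beta after compound addition. %Activity was normalised to no-cell wells (complete cell-killing) and DMSO (no toxicity), and curves were fitted and classified.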
Active calls of the source: *; i = inactive; u = inconclusive; x = not tested or not shown; & = joins results of further samples; [ ] = remark or other dose. Calls follow the shape of the dose curve; as a rule, active = well fitted curve in the direction sought with a large enough effect; inconclusive = small, poorly fitted or top-dose-only effect, or another doubt; inactive = no such curve, though single readings can be large; an effect the other way counts as inactive or inconclusive. Potency is read from the fitted curve at half-maximal effect. This is a subset (hit frequency here may not be typical).

SMILES	ATXN2 expr inh	Nrf2 block	EPAC2 antag	Nrf2 activator	ATXN viability	TGFb SMAD3 inh	MCF10A rereplic	A549 tox	HepG2 tox
CCN1CCN(C(=O)CN(C)S(=O)(=O)c2ccc3ccccc3c2)CC1	6%	4%	3%	0.3%[9.22 µM]	i	9%	-9%	-1%	6%
COc1cccc(CC(=O)Nc2ccc3nc(N4CCC(C)CC4)cc(C)c3c2)c1	-28%	-8%[9.27 µM]	x	0.1%	u	0%	x	-5%	-25%
Cc1nc(CNC(=O)CC2C(=O)NCCN2Cc2ccoc2)nc2c1CCCC2 (centres undefined)	10%	2%	2%	0.0%	i	0%	-1%	-3%	5%
CCOC(=O)C1=C(c2cccc(Oc3ccccc3)c2)NC(=S)NC1C (centres undefined)	-25%	x	-12%	2.8%	i	u	u	-5%	-16%
Cc1oc(-c2cccc(C(F)(F)F)c2)nc1CN1CCC[C@H]1CO	-10%	-23%	9%	19%	i	-3%	3%	9%	-27%
COc1ccccc1C(CC(=O)c1ccccc1)CC(=O)c1ccccc1	0%	22%	-20%	0.3%	i	-9%	-7%	13%	-19%
CC(=O)Nc1ccc(CNC(=O)C[N+]2(C)CCOCC2)cc1	-6%	u	-1%	-0.7%	i	27%	3%	-11%	16%
COc1ccccc1NC(=O)C1=C(C)NC2=C(C(=O)CCC2)C1c1ccc2c(c1)OCO2 (centres undefined)	0%	0%	-2%	-0.2%	i	2%	-1%	-1%	-5%
O=c1ccc(-c2ccc(S(=O)(=O)NCC3CCN(Cc4ccccc4F)CC3)s2)n[nH]1	2%	23%	-8%	0.0%	i	11%	x	-9%	0%
COc1ccc(-c2onc(C)c2C)cc1S(=O)(=O)Nc1cccc(C#N)c1	x	u	x	-0.1%	x	0%	x	0%	-5%
Cc1cn([C@H]2C[C@H](O)[C@@H](/C=C/C(=O)NCCc3ccc4c(c3)OCO4)O2)c(=O)[nH]c1=O	-1%	x	5%	-1.2%	i	1%	x	x	4%
CS(=O)(=O)N1CCN(c2ccc([N+](=O)[O-])c(NCc3ccc(Cl)cc3)c2)CC1	u	u	-16%	2.9%	i	u	u	u	-3%
CCCc1cc(C(=O)N2CCCC(N3CCN(c4ccccc4C)CC3)C2)n(C)n1 (centres undefined)	-15%	-25%	-6%	6.6%	i	-13%	u	-7%	-47%
O=C(O)CCC(=O)c1c[nH]c2ccccc12	-5%	13%	2%	-0.6%	i	-1%	-4%	-3%	0%
CCC(C)Sc1nc2c(c(=O)[nH]c(=O)n2C)n1C (centres undefined)	-8%	-26%	4%	0.2%	i	-5%	-1%	0%	-10%
COc1ccc(OC)c(/C=C/C(=O)N(C)CC(=O)Nc2cc(C)ccc2C)c1	-22%	-2%	3%	0.8%	x	-17%	-26%	2%	22%
COC(=O)c1c(/N=C/NOCc2ccc(Cl)cc2)sc2c1CCN(c1ncc(C(F)(F)F)cc1Cl)C2	3%	16%	-1%	-0.4%	i	3%	15%	0%	2%
COc1cc(/C=N/NC(=O)C2c3ccccc3Oc3ccccc32)ccc1O	-1%	8%	5%	-1.4%	i	-29%	u	3%	1%
COCCNc1nc2c(S(=O)(=O)c3cc(C)ccc3C)nnn2c2ccccc12	9%	12%	5%	-0.6%	i	-4%	8%	-8%	-14%
CCOC(=O)CCc1cccc2c1CCC2=O	5%	16%	3%	-0.6%	i	6%	0%	-1%	13%
N#Cc1ccccc1S(=O)(=O)N1CCC(C(=O)NCc2ccccc2CN2CCCC2)CC1	x	-11%	-14%	-0.8%	i	6%	-6%	-21%	-1%
CCCC(=O)N1CCC1(C)C(=O)NCc1ccc(SC)cc1 (centres undefined)	8%	x	-1%	1.9%	i	-1%	x	x	-39%
CCN(CC)CCNC(=O)c1sc2nc(-c3ccccc3)cn2c1C	-19%	14%	9%	4.7%	i	1%	27%	-2%	-6%
CCOC(=O)c1cc2occc2n1CC(=O)N1CCCc2ccccc21	6%	-12%	-13%	0.2%	i	-20%	9%	-14%	-8%
O=C(Nc1ccc(Nc2ccccc2)cc1)c1ccc(Cl)cc1[N+](=O)[O-]	x	u	-27%	8.2%	i	-17%	-1%	-19%	2%
CCN(C(=O)CN1C(=O)NC(CCSC)C1=O)C1CCS(=O)(=O)C1 (centres undefined)	4%	-19%	4%	-0.2%	i	-3%	1%	-4%	-18%
CC1(C)Oc2ccc3ccc(=O)oc3c2/C(=C/Nc2ccc(O)cc2)C1=O	-13%	u	-6%	0.0%	i	u	u	u	-50%
Cc1cccc(C(=O)Nc2cc(OCc3cccc(F)c3)c(Cl)cc2Cl)c1	12%	8%	-7%	0.4%	i	-3%	14%	-4%	-9%
Cc1cc(OC(=O)Nc2ccccc2)ccc1Cl	x	x	4%	0.8%	i	-1%	x	x	0%
COCCNC(=O)c1ccc2c(c1)N(Cc1cccc(Cl)c1)C(=O)c1ccccc1S2=O (centres undefined)	x	x	x	-0.9%	x	5%	x	1%	-14%
COc1ccc(NS(=O)(=O)c2ccc(Cl)s2)cn1	-14%	-9%	2%	-0.1%	u	-5%	-8%	-10%	19%
COc1ccc(Cn2c(C)nc3c(c(=O)c4ccccc4n3C)c2=O)cc1	-23%	-12%	8%	0.3%	i	10%	-4%	-11%	2%
O=C(COC(=O)CNS(=O)(=O)c1cccc(Br)c1)NC(=O)Nc1ccc2c(c1)OCCO2	36%[activator]	u	4%	2.0%	i	0%	2%	-1%	2%
O=C(CCn1cccn1)Nc1cccc(C(F)(F)F)c1	7%	u	x	0.1%	i	9%	x	8%	11%
CC(=O)c1c(C)oc2c1cc(O)c1ccccc12	2%	-9%	-5%	4.5%	i	-3%	-12%	6%	-3%
Cc1ccc(NC(=O)Cn2nnc(-c3ccccc3)n2)c(C)c1	-6%	x	x	-0.7%	i	8%	x	-3%	-3%
Cc1ccccc1CS(=O)(=O)Cc1ccc(C(=O)NCCc2ccc(Cl)cc2)o1	x	x	x	-3.1%	x	14µM*	x	-25%	-19%
CCc1nc2ccc(C(=O)NC(C)(C)C)cn2c1N(CC)Cc1cccc(Br)c1	0%	x	-12%	4.9%	u	u	x	x	-42%
COc1ccc(CC(=O)N/N=C(\C)c2ccccn2)cc1	u	15µM*	-1%	0.1%	i	-28%	u	-4%	-22%
CC(C)(C)n1nc2c(c1NC(=O)c1ccccc1C(F)(F)F)CS(=O)(=O)C2	5%	10%	1%	-0.7%	i	12%	-1%	-2%	6%
O=C(NCCc1cccs1)C1CC1	5%	2%	4%	-0.6%	i	5%	-2%	-12%	4%
COc1c(O)ccc(/C=C(\C#N)c2nc3ccccc3[nH]2)c1[N+](=O)[O-]	30%	7%	-5%	12%	u	2%	u	-11%	-2%
CC(=O)NCC(=O)OCC(=O)N1c2ccccc2Sc2ccccc21	0%	0%	11%	-0.5%	i	-2%	26%	3%	-7%
COc1ccc2[nH]c(=O)c(CN(Cc3nnnn3CCc3ccccc3)CC3CCCO3)cc2c1 (centres undefined)	-11%	15%	-22%[57.1 µM]	2.7%	i	-3%	-3%	-7%	-14%
COc1cc(/C=C/c2cccc[n+]2C)ccc1OCC(=O)Nc1ccccc1C	-1%	9%	2%	-0.8%	i	1%	-3%	2%	-3%
CC(=O)Nc1ccc(S(=O)(=O)NC2=C(N3CCN(Cc4ccccc4)CC3)C(=O)c3ccccc3C2=O)cc1	-31%&-12%	-16%&4%	-8%&-12%	0.1%&-0.1%	u	u	u	-4%&-9%	-131%&-60%
O=C(Cc1cccs1)NCCc1ccc(Cl)cc1	8%	1%	-10%	-0.6%	i	-4%	4%	-3%	-1%
C=CCOC(=O)C1=C[C@H](c2ccccc2)[C@@H](CCCO)[C@H](OCC)O1	-10%	-13%	-1%	3.6%	u	4%	u	-6%	-3%
Cc1ccc(C2C3C(=O)N(c4ccc(C)cc4)C(=O)C3N3CCCN23)cc1 (centres undefined)	x	-2%	-7%	-0.1%	i	-2%	1%	-2%	10%
O=c1[nH]c2ccccc2n1C1=CCNCC1	-3%	-15%	6%	0.2%	i	-1%	-14%	-1%	-40%
COc1ccc(N2C(=O)CSC23C(=O)N(Cc2ccccc2F)c2ccccc23)cc1Cl (centres undefined)	u	u	x	-1.3%	u	-3%	x	-20%	-21%
CCOC(=O)C1CCN(C(=O)Cc2c(C(=O)O)n(C)c3ccccc23)CC1	2%	21%	-10%	-0.1%	i	5%	19%	-4%	3%
O=C(NC1CCCC1)C(c1ccncc1)N(Cc1ccco1)C(=O)c1ccc(-c2ccccc2)[nH]1 (centres undefined)	-3%	23%	-13%	u	i	u	u	4%	-3%
C[C@@]12CCC=C[C@H]1[C@H](c1ccc3ccccc3c1/C=C/c1ccccc1)N(Cc1ccccc1)C2=O	-5%	20%	-4%	1.8%	i	-7%	20%	4%	-28%
COc1ccc(NC(=O)c2cc3c(s2)CCC3)cc1S(=O)(=O)N1CCOCC1	-12%	u	-3%	4.6%	i	-29%	u	-3%	-3%

6 entries out of the list, ordered by molecular weight, smallest number first:
SMILES	ATXN2 expr inh	Nrf2 block	EPAC2 antag	Nrf2 activator	ATXN viability	TGFb SMAD3 inh	MCF10A rereplic	A549 tox	HepG2 tox
O=C(NCCc1cccs1)C1CC1	5%	2%	4%	-0.6%	i	5%	-2%	-12%	4%
O=c1[nH]c2ccccc2n1C1=CCNCC1	-3%	-15%	6%	0.2%	i	-1%	-14%	-1%	-40%
Cc1ccc(C2C3C(=O)N(c4ccc(C)cc4)C(=O)C3N3CCCN23)cc1 (centres undefined)	x	-2%	-7%	-0.1%	i	-2%	1%	-2%	10%
COc1cc(/C=C/c2cccc[n+]2C)ccc1OCC(=O)Nc1ccccc1C	-1%	9%	2%	-0.8%	i	1%	-3%	2%	-3%
COc1ccc(NC(=O)c2cc3c(s2)CCC3)cc1S(=O)(=O)N1CCOCC1	-12%	u	-3%	4.6%	i	-29%	u	-3%	-3%
COc1ccc(N2C(=O)CSC23C(=O)N(Cc2ccccc2F)c2ccccc23)cc1Cl (centres undefined)	u	u	x	-1.3%	u	-3%	x	-20%	-21%
